Source: PubChem (National Center for Advancing Translational Sciences (NCATS))
PLK1 PBD block = blocks phosphopeptide binding to human PLK1 polo-box domain | P53350 | Plk1 PBD binding of FITC phosphopeptide, fluorescence polarization | Potency, µM, for the others: max response, negative = inhibition, usual class: inhibitors | 360,000 compounds, 2.8% hits | AID 720504; also: potency is read from the fitted curve at half-maximal effect; series mostly up to about 57 µM; % is scaled to controls: 0 for no effect and ±100 for the full control effect; nearly all actives have a fitted effect of over 65% in size
IL2 activator = activators of IL-2; IL-2 activation reporter assay, cell-based qHTS; stimulated with anti-CD3/CD4/CD28 beads; in transgenic mouse T cells; activation, % (series mostly up to about 46 µM); 360,000 compounds, 0.065% hits; AID 652025; in the data active = activation above about 50%; inconclusive = mostly about 30% to 49%; also: 0% is about no effect
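EGFP and DsRed fluorescence is measured by plate cytometry in unstimulated transgenic mouse T cells exposed to compound for 60 minutes, then stimulated 18 hours at 37 degrees C with anti-CD3/anti-CD4 beads plus anti-CD28.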
HEK293 tox = cytotoxicity in counter-screen for GLP-1R inverse agonists; HEK293 cAMP-luciferase reporter cells, luminescence, 24 h; Potency, µM (highest dose often 38.3 µM), for inactives: top-dose activity change, negative = inhibition, usual class: inhibitors; 410,000 compounds, 0.13% hits; AID 624418;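 also: loss of luciferase light is scored as toxicity; potency is read from the fitted curve at half-maximal effect; % is scaled to controls: 0 for no effect and ±100 for the full control effect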
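Compound-treated cells are incubated 24 hr at 37 deg C under 5% CO2 after a 12 hour attachment period, then luciferase detection reagent is added and luminescence is measured following 12 min at room temperature; lowered signal indicates toxicity.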
PI5P4Ka inh = inhibitors of human PI5P4K alpha | max response, % | 330,000 compounds, 1.2% hits | P48426 | PI5P4Kalpha enzyme, ADP-Glo luminescence, 60 min; stronger effect = lower value; active = max response of -50% or lower; inconclusive = between -30% and -50%; inactive = -30% or higher; also: value at the top dose of about 77 µM; % is scaled to controls: 0 for no effect and ±100 for the full control effect
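Enzyme plus substrate dispensed, test compounds pinned in, then ATP (5 microM final) added. After 60 min at RT, ADP-Glo reagent 1 for 45 min and reagent 2 for 30 min preceded luminescence imaging.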
WRN helicase inh = blocks human WRN helicase; Q14191; WRN helicase unwinding, fluorescent forked duplex, kinetic; Potency, µM (doses to about 114 µM), for the others: at the top dose activity change, negative = inhibition, most hits filed as inhibitors; 360,000 compounds, 0.46% hits; AID 651768; also: potency is read from the fitted curve at half-maximal effect; % is scaled to controls: 0 for no effect and ±100 for the full control effect; nearly all actives have a fitted effect of over 55% in size
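Fluorescence dequenching readout, ex 525 nm/em 598 nm, kinetic mode: forked duplex DNA (100 nM final) with adjacent fluorophore and quencher unwound by WRN (20 nM final) with 2 mM ATP. Compound preincubation 15 min, room temperature.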
GLP-1R agonist = activates the human GLP-1 receptor | Potency, µM (doses to about 45.6 µM), for the others: at the top dose activation, hits mostly activators | 380,000 compounds, 0.007% hits | HEK293 GLP-1R CRE-luciferase, luminescence, 4-6 h; cells express a hypersensitive GLP-1R form; also: potency is read from the fitted curve at half-maximal effect; % of control where 0% means no effect
Target sequence (P43220 whole entry, looked up): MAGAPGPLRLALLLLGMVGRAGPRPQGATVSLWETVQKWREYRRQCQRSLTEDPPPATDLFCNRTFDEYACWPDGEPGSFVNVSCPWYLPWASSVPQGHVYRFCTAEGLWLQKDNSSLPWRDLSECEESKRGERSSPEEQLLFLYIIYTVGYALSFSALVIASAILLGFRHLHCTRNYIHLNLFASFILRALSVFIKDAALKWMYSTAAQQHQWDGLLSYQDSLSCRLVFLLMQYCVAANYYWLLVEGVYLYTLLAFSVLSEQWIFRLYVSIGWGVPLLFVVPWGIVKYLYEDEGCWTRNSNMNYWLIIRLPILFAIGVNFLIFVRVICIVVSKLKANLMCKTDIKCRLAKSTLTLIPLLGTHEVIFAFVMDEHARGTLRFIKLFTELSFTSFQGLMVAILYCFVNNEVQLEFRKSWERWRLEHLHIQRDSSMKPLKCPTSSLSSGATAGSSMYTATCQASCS
D3 antag = antagonists of human D3 dopamine receptor. P35462. max response, negative = inhibition, %. AID 652054. 360,000 compounds, 2.5% hits. D3R cells, DiscoveRx beta-arrestin luminescence, antagonist mode; stronger effect = lower value; in the data active = max response below about -50%; inconclusive = no clear call, values can overlap the other calls; also: % is scaled to controls: 0 for no effect and ±100 for the full control effect; mostly tested at two doses, the higher about 12 µM
Target sequence (P35462 whole entry, looked up): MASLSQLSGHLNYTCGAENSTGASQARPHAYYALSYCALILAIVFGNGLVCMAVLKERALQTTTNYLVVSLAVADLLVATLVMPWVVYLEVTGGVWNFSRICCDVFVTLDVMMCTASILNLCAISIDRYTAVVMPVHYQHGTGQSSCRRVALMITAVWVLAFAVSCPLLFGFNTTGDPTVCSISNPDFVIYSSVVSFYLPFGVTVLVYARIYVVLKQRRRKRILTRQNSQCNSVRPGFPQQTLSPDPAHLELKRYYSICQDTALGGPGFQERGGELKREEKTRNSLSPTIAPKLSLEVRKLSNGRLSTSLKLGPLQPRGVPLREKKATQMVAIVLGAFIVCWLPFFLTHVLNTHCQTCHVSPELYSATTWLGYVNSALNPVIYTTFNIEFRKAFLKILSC
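Cells plated overnight at 1500 cells/well, then exposed to library compounds with dopamine controls for 90 minutes at 37 degrees C. DiscoveRx reagent added for 30–60 minutes at room temperature; luminescence read, quantitative HTS format.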
GLP1R inv ag = inverse agonists of human GLP-1 receptor; P43220; HEK293 GLP-1R CRE-luciferase, luminescence, 24 h; GLP-1R form is constitutively active; Potency, µM (highest dose often 38.3 µM), inactives show at the top dose activity change, negative = inhibition, hits mostly inhibitors; 410,000 compounds, 1.6% hits; also: potency is read from the fitted curve at half-maximal effect; % is scaled to controls: 0 for no effect and ±100 for the full control effect; nearly all actives have a fitted effect of over 55% in size
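HEK293 cells stably co-expressing constitutively active GLP-1R and a cAMP-responsive luciferase reporter were seeded in DMEM with 10% Nu serum, given compounds after 12 h, and incubated 24 h at 37 deg C. Luminescence was then read.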
D3 ag = D3 dopamine receptor (human) agonism. P35462. D3R DiscoveRx beta-arrestin cells, luminescence, 90 min. 410,000 compounds, 0.58% hits. max activation, %. AID 652048; in the data active = max activation above about 30%; also: 0% is about no effect; mostly tested at two doses, the higher about 12 µM
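Agonist-mode cell screen: cells plated at 1500/well and incubated overnight at 37 °C, then exposed to library compounds for 90 min at 37 °C. Detection reagent was added for 30–60 min at room temperature, and luminescence was read.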
Active calls of the source: *; ? = inconclusive; . = no result given; & = joins results of further samples; [ ] = another dose, or the depositor's remark. Unless noted, calls follow the shape of the dose curve; as a rule, active = well fitted curve in the direction sought with a large enough effect; inconclusive = small, poorly fitted or top-dose-only effect, or another doubt; inactive = no such curve, though single readings can be large; an effect the other way counts as inactive or inconclusive.

SMILES	PLK1 PBD block	IL2 activator	HEK293 tox	PI5P4Ka inh	WRN helicase inh	GLP-1R agonist	D3 antag	GLP1R inv ag	D3 ag
Cc1ccsc1C(=O)NCCc1ccc(S(N)(=O)=O)cc1	5.1%	2.1	-4.0%	7.8	-5.3%	3.8%	-15.3	12.4%	-6.5
CCOC(=O)CCSc1nc(-c2ccc3c(c2)OCO3)cc(C(F)(F)F)c1C#N	-5.7%	-0.8	45.0%[activator]	.	0.4%	-2.3%	-15.2	4.4%	-10.0
CN(CC(=O)Nc1ccc(Cl)c(Cl)c1)C(=O)C1CCC1	4.7%	-0.1	-3.4%	2.7	-18.7%	-5.2%	16.9	?	-6.7
O=c1oc2ccccc2n1Cc1cccc(C(F)(F)F)c1	0.6%	-3.2	17.2%	-0.7	0.4%	-0.4%	0.0	?	-18.6
COc1cc(/C=C/C(=O)OCC(=O)Nc2cc(S(=O)(=O)N3CCCCC3)ccc2C)ccc1O	-9.8%	-4.1	19.6%	-12.7	-14.9%	10.8%	-15.0	-27.2%	-18.4
CC(=O)Oc1ccc(C(=O)[C@H]2[C@H]3C(=O)N(c4ccccc4)C(=O)[C@H]3[C@@H]3C=CC=NN32)cc1	-14.2%	4.0	22.0%	-13.6	-16.2%	-1.7%	-25.3	18.6%	-6.7
CC/C(CC(C)(C)c1ccccc1)=N\O	-5.2%	1.1	1.4%	0.6	7.9%	-2.3%	-9.4	3.6%	-2.0
CC(=O)Nc1c(C)cc(OCC(=O)O)cc1C	?	2.6	1.9%	3.6	-2.3%	2.0%	9.7	-8.4%	11.6
Cc1ccccc1OCC(=O)N/N=C/c1sc(=O)n(Cc2cccc(C(=O)O)c2)c1Cl	-29.5%	0.3	0.0%	-2.6	-30.3%	-4.0%	-13.1	15.8%	-1.4
CNC(=O)COC(=O)c1cc2c(s1)CCCC2	-2.7%	0.4	-1.2%	1.1	2.8%	0.2%	3.4	6.9%	2.3
CN(C)Cc1cc(CCNC(=O)c2ccc(Cl)cc2)ccc1O	0.2%	2.9	-11.2%	7.7	3.9%	0.2%	?	?	7.3
O=C(Nc1ccccc1C(F)(F)F)c1c(F)cccc1Cl	29.9µM*	-2.4	2.6%	-0.8	4.1%	-2.2%	-5.8	2.4%	-5.6
CCOC(=O)C1=C(NC(=O)c2ccc(Br)o2)Nc2ccccc2N=C1	-1.1%	-1.6	-14.1%	.	-0.2%	4.6%	-10.4	86.2%[activator]	-1.5
C#CCOCCOCCOCCNc1nc(N2CCN(C(=O)[C@H](CCC(=O)O)n3cc([C@@H](N)CCCCN)nn3)CC2)nc(N2CCN(C(=O)[C@H](CCCCN)n3cc([C@@H](N)CC(N)=O)nn3)CC2)n1	5.3%	-1.9	1.2%	1.5	-3.9%	-1.8%	-13.2	-6.0%	0.2
COc1cc(NC(=O)c2cccc(Cl)c2)ccc1NC(=O)c1cccs1	-7.4%	-1.0	2.9%	-10.4	-11.2%	8.3%	2.6	-12.7%	-6.2
CN(C(=O)COC(=O)c1cc(-c2ccccc2Cl)nc2ccccc12)C1CCS(=O)(=O)C1 (centres undefined)	-4.6%	-0.3	10.0%	0.5	-34.6%[57.1 µM]	0.3%	-0.9	39.8%[activator]	-0.8
CCCOc1ccc(C2c3c(oc4cc(C)c(C)cc4c3=O)C(=O)N2CCCN2CCOCC2)cc1 (centres undefined)	-4.2%	0.3	8.8%	-1.6	2.8%	3.1%	2.8	-11.2%	5.0
COc1ccccc1CNc1nc(NCCOc2ccccc2)c2sccc2n1	-5.5%	-0.6	?	.	-11.4%	-6.8%	3.5	?	0.9
CCOC(=O)C1CCN(C/C=C/c2ccccc2OC)CC1	-8.4%	-1.9	0.9%	.	12.4%	-0.9%	-67.8*	-9.9%	-57.1
CC(C)c1ccc(S(=O)(=O)N2CCN(C(=O)C3CCN(C(=O)c4ccc(F)cc4)CC3)CC2)cc1	?	-0.2	-9.8%	-1.8	-5.2%	9.8%	11.0	-20.3%	5.4

An excerpt of these results, with two lines to a compound.
Results follow in this order: PLK1 PBD block, IL2 activator, HEK293 tox, PI5P4Ka inh, WRN helicase inh, GLP-1R agonist, D3 antag, GLP1R inv ag, D3 ag
COc1cc(/C=C/C(=O)OCC(=O)Nc2cc(S(=O)(=O)N3CCCCC3)ccc2C)ccc1O
    -9.8%, -4.1, 19.6%, -12.7, -14.9%, 10.8%, -15.0, -27.2%, -18.4
CC(=O)Oc1ccc(C(=O)[C@H]2[C@H]3C(=O)N(c4ccccc4)C(=O)[C@H]3[C@@H]3C=CC=NN32)cc1
    -14.2%, 4.0, 22.0%, -13.6, -16.2%, -1.7%, -25.3, 18.6%, -6.7
CC/C(CC(C)(C)c1ccccc1)=N\O
    -5.2%, 1.1, 1.4%, 0.6, 7.9%, -2.3%, -9.4, 3.6%, -2.0

Other entries
SMILES	PLK1 PBD block	IL2 activator	HEK293 tox	PI5P4Ka inh	WRN helicase inh	GLP-1R agonist	D3 antag	GLP1R inv ag	D3 ag
Cn1c(SCC(=O)NC2CC2)nnc1-c1ccccc1Cl	26.7µM*	3.4	-11.3%	-9.7	5.6%	-1.3%	13.5	12.2%	5.9
CCCCCn1c(=O)c2ccccc2n2c(CCl)nnc12	-2.9%	-1.0	-32.9%	5.4	4.1%	3.7%	3.2	?	-2.7
O=C(CSc1ccc2ccccc2c1)Nc1ccncc1	-8.8%	0.1	7.0%	.	1.3%	-5.3%	10.6	1.5%	23.2
CC(=O)Nc1ccc(S(=O)(=O)N2CCSCC2)cc1	-6.1%	0.9	14.7%	.	-9.6%	0.6%	-11.5	15.7%	0.7
O=C(N/N=C\c1cccnc1)c1ccc(Cl)cc1Cl	-0.2%	3.7	-22.5%	4.9	-3.9%[57.1 µM]	7.8%	2.9	2.4%	-2.7
CCc1ccccc1NC(=S)N(CCN(C)C)C(C)c1cccnc1 (centres undefined)	0.0%	-1.6	4.8%	1.1	3.4%	3.8%	-0.1	-8.8%	4.3
O=C(c1cccs1)N1N=C(c2ccc(O)cc2)CC1c1ccccc1 (centres undefined)	-5.5%	-2.6	-18.3%	4.2	-1.2%	17.9%	2.5	-19.6%	0.7
CCc1nc(SCC(=O)Nc2nccs2)c2oc3ccccc3c2n1	-19.8%	-5.6	4.4%	0.6	?	22.3%	18.1	-5.2%	1.4
O=C(CSCc1c(F)cccc1Cl)NCc1ccco1	-19.4%	-0.2	9.0%	.	?	10.8%	-9.7	-0.6%	-20.8
CCOc1ccc(C(C(=O)NC2CCCCC2)N(CCOC)C(=O)c2snc(C(N)=O)c2N)cc1 (centres undefined)	-22.2%	-1.2	-5.1%	5.0	-0.1%	13.1%	-12.2	6.9%	1.2
C[n+]1ccc(/C=N/Nc2nc(Cl)c(C#N)c(Cl)c2Cl)cc1	-13.4%	-0.1	10µM*	-4.7	-12.9%	-7.1%	?	30.2%[activator]	-18.9
Cn1c(=O)[nH]c(=O)c2c1nc(N1CCCCC1)n2CCSc1nc2ccccc2o1	-14.0%	-0.1	0.5%	0.2	13.4%	27.2%	10.1	-17.6%	1.4
O=C(O)CCC(=O)Nc1ccc(NC(=O)c2ccc(Cl)cc2Cl)c(Cl)c1	21.2µM*	-0.2	0.1%	-9.0	0.7%[57.1 µM]	0.9%	-10.1	22.4%	-9.0
CCNCc1cc(Cl)c(OCc2ccccc2)c(OCC)c1	-13.6%	-0.2	-17.3%	-1.2	9.1%	7.7%	-10.6	?	-18.4
CCn1cc(C(=O)NCc2ccccn2)c(=O)c2cc(F)c(N3CCN(C)CC3)cc21	-7.4%	0.2	-3.9%	-3.4	5.9%[57.1 µM]	-7.2%	3.1	7.6%	1.4
CC(=O)Nc1nc(C)c(C(C)=O)s1	0.7%	1.1	-8.6%	-2.3	9.5%	1.2%	0.0	2.2%	-0.4
O=C(CC1=NCCNC(c2ccccc2)C1)c1ccccc1O (centres undefined)	-10.8%	0.0	-2.6%	7.1	0.8%	-1.2%	1.9	?	5.0
COc1ccc(C2(C)NC(=O)N(CC(=O)Nc3cccnc3Cl)C2=O)cc1 (centres undefined)	13.0%	2.9	-16.1%	0.8	1.2%	-0.7%	3.7	6.0%	-1.7
Cc1c(C)n(Cc2ccccc2)c2ncnc(NCCCN(C)C)c12	-9.5%	-1.3	-9.0%	16.0	4.3%[57.1 µM]	8.6%	-24.9	?	-2.6
CSCC[C@H](NC(=O)OC(C)(C)C)C(=O)N/N=C/c1cccc2cccnc12	-6.0%	0.2	-1.8%	2.2	-3.5%	10.8%	-4.4	?	-2.5
CN1C(=O)CSc2ccc(C(=O)O)cc21	-10.7%	-2.0	10.8%	-22.2	-2.2%	-4.9%	-11.5	1.9%	-7.3
CC1(C(=O)NS(=O)(=O)c2cccc(F)c2)CCN1C(=O)Cc1ccc(-c2ccccc2)cc1 (centres undefined)	-11.4%	0.5	4.5%	0.1	-4.8%	-2.9%	-1.3	?	8.6
CCOC(=O)C1(C(=O)OCC)CCN(S(=O)(=O)c2ccccc2)CC1	3.8%	-0.5	-1.3%	7.0	-8.1%	1.1%	2.1	-7.3%	-2.0
COc1ccc(C)cc1CN1C(=O)c2ccccc2C1=O	-1.9%	0.6	-4.6%	8.2	5.1%	21.5%	-23.6	-8.2%	-6.9
Cc1cc(C)n(-c2nc3ccccc3nc2N2CCCC2)n1	-3.9%	-2.5	-0.8%	.	0.1%	4.6%	-13.4	-27.4%	5.2
CCCn1nc(C(=O)OCC(=O)Nc2ccc(C)cc2)c2ccccc2c1=O	-5.4%	1.1	5.2%	0.4	10.0%	12.4%	-8.4	21.6%	-4.7
Cc1ccc(SCC(=O)c2sc(-c3ccccc3)nc2C)cc1	-12.7%	5.2	-4.8%	10.2	-27.4%	2.2%	19.1	?	-3.7
CCCCCc1c(O)nc(SCCN(C)C)[nH]c1=O	-7.4%	2.9	-4.6%	0.4	-5.8%	-3.5%	2.6	1.5%	3.8
COc1ccc(Cl)cc1-c1nc(-c2ccc(NC(=O)c3ccncc3)cc2)no1	1.9%	9.4	-4.3%	-0.8	0.4%	2.2%	11.2	3.5%	-2.2
CC(C)OCCCNC(=O)Cn1ccc2cc(S(=O)(=O)N3CCCCCC3)ccc21	-12.5%	-5.1	-5.3%&25.5%	8.5	-15.7%	1.3%	-3.0	?	1.4&-15.3
